Screening results from PubChem BioAssay.
T cell modulator = T cell immune modulators affecting CD8 T cell-vesicle binding | 2C CD8+ T cell-vesicle binding, flow cytometry; stronger effect = lower value | calls only at 7 µM | AID 2052 | 330,000 compounds, 0.068% hits;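 active means response, share of CD8 T cells binding vesicles, and their 90th percentile fluorescence all below set limits, cut at about 80% in these data, passing the limit was not always enough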
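Material: murine 2C transgenic CD8+ T lymphocytes / Also added: QL9-peptide-loaded Drosophila micro-vesicles bearing Ld, ICAM-1 and B7-1 / Schedule: binding step 1.5 h, 37 °C, antibody labelling 20 min, ice / Signal: flow cytometry, PE anti-B7-1 (FL2) versus Alexa647 anti-CD8 (FL8), PFA-fixed / Evaluation: percent CD8+ FL2 mean versus row control / Benchmarks: naked versus QL9-loaded vesicles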
MT stabilize HCS = microtubule stabilizers in HeLa cells; HeLa tubulin immunostaining HCS, 24 h; share of cells brighter than vehicle mean+2SD; % tubulin-high responders, % at 10 µM; 200,000 compounds, 0.83% hits; AID 2205;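 active means plate Z-score above 3 for both tubulin-high and condensed-nucleus cell shares, with cell loss under 80%, at 10 µM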;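 further: anti alpha tubulin signal scored within the nucleus-defined area of each cell; some results filed as inactive read as strong as hits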
Autophagy HCS = alters autophagy in cells; calls only at 10 µM (by protocol); 190,000 compounds, 0.98% hits; MEF GFP-LC3 puncta imaging; test concentration mostly 10 µM;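 active means percentage of spot-positive cells more than 3 SD above its plate mean, without a fluorescence outlier flag or 80% toxicity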;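 further: spot-positive cell cutoff set from DMSO-treated cells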
T cell modulator vesicle-bound % = further read-out of T cell modulator, marked with its call; double positive events, %; measured here: CD8+ vesicle-bound cell fraction;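 binding gate set so that unloaded-vesicle control wells show 10% double positive cells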
MT stabilize HCS Hoechst-high % = second read-out of MT stabilize HCS, no call of its own (marks repeat the call); % Hoechst-high responders; measured here: nuclear condensation Hoechst responders;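 share of cells brighter than vehicle mean plus two SD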
MT stabilize HCS cytotoxicity % = further read-out of MT stabilize HCS, marked with its call; toxicity, %; measured here: cytotoxicity by cell density;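 0% = mean cell density of plate MIN control wells and 100% = no cells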
Autophagy HCS cell loss 18 h = further read-out of Autophagy HCS, marked with its call; toxicity, %; measured here: cell loss, nuclei count;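 cell loss after 18 h compound exposure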
An asterisk follows results filed as active; i = inactive. This is a subset; rates above refer to the full screens.

Compound	T cell modulator	T cell modulator vesicle-bound %	MT stabilize HCS	MT stabilize HCS Hoechst-high %	MT stabilize HCS cytotoxicity %	Autophagy HCS	Autophagy HCS cell loss 18 h
Cc1coc2c(C)c3oc(=O)cc(-c4ccccc4)c3cc12	i	37	3.3	2.0	11	i	5
Cc1nn(C)c(C)c1/C=C/C(=O)c1cccs1	i	11	3.3	1.7	2.1	i	-1
COCCn1c(C)cc(C(=O)CSc2nc(C)nc3sc4c(c23)CCC4)c1C	i	28	2.4	2.0	4.9	i	8
CCCC(=O)Nc1cc(-c2nnc(OC)c3ccccc23)ccc1N1CCOCC1	i	44	3.9	1.1	5.4	i	-3
C=CCOc1ccc(/C(O)=C2/C(=O)C(=O)N(CCCN3CCOCC3)C2c2ccccc2)cc1 (stereo unspecified)	i	53	3.5	1.3	2.5	i	-5
COc1ccc(OC)c(NC(=S)NCc2ccco2)c1	i	41	3.1	2.5	8.5	i	5
CCOC(=O)Cn1c(CN(C)Cc2ccccc2)nc2c1c(=O)n(C)c(=O)n2C	i	30	4.7	2.7	7.4	i	-2
CCOC(=O)N1CCN(Cc2nc(-c3ccc(OC)cc3)no2)CC1	i	34	6.6	0.0	78	i	-4
CCOc1cc(S(=O)(=O)NCc2ccccc2)c(OCC)cc1-n1cnnn1	i	44	4.3	2.1	11	i	0
CCC(C)(C)n1nnnc1CN1CCC(O)(c2cccc(C(F)(F)F)c2)CC1	i	24	3.5	2.3	3.2	i	-19
O=C(NCc1ccccn1)C1CCC(=O)N1C1CCCC1 (stereo unspecified)	i	36	1.7	4.1	0.5	i	4
c1ccc(C2CC3CC(c4ccccc4)N2O3)cc1 (stereo unspecified)	i	39	3.0	1.7	2.4	i	5

Profiles from above. Values in the order: T cell modulator	T cell modulator vesicle-bound %	MT stabilize HCS	MT stabilize HCS Hoechst-high %	MT stabilize HCS cytotoxicity %	Autophagy HCS	Autophagy HCS cell loss 18 h
Cc1nn(C)c(C)c1/C=C/C(=O)c1cccs1 as listed: i	11	3.3	1.7	2.1	i	-1
CCOc1cc(S(=O)(=O)NCc2ccccc2)c(OCC)cc1-n1cnnn1 as listed: i	44	4.3	2.1	11	i	0
CCOC(=O)Cn1c(CN(C)Cc2ccccc2)nc2c1c(=O)n(C)c(=O)n2C as listed: i	30	4.7	2.7	7.4	i	-2
COCCn1c(C)cc(C(=O)CSc2nc(C)nc3sc4c(c23)CCC4)c1C as listed: i	28	2.4	2.0	4.9	i	8

The list goes on.
Compound	T cell modulator	T cell modulator vesicle-bound %	MT stabilize HCS	MT stabilize HCS Hoechst-high %	MT stabilize HCS cytotoxicity %	Autophagy HCS	Autophagy HCS cell loss 18 h
CCN1CCN(c2oc(-c3ccc(OC)cc3)nc2C#N)CC1	i	20	2.9	1.6	8.5	i	4
Cc1[nH]n2c(=O)cc(-c3ccc([N+](=O)[O-])cc3)nc2c1-c1ccccc1	i	29	2.1	0.9	7.0	i	-6
COCCN1C(=O)c2oc3cc(C)c(C)cc3c(=O)c2C1c1cccc(O)c1 (stereo unspecified)	i	38	1.4	2.3	2.3	i	-3
Cc1ccc(-c2[nH]c(=O)n3ccncc23)s1	i	20	3.0	2.4	7.6	i	3
CN1C(=O)CC(N2CCN(c3ccccc3)CC2)C1=O (stereo unspecified)	i	19	3.2	1.7	2.6	i	3
CC(C)CC(=O)N1CCN(c2ccc([N+](=O)[O-])c(NCc3ccccc3)c2)CC1	i	61	2.8	2.4	4.5	i	-18
COc1ccc(-c2cc(CN3C(=O)c4ccccc4C3=O)on2)cc1	i	6	0.6	1.6	4.8	i	6
COc1ccc(-c2nc3cc(C)ccn3c2NCC2CCCO2)cc1OC (stereo unspecified)	i	20	1.6	1.5	8.4	i	7
Cc1cc(NC(=O)CCC(=O)N(CC2CCCO2)C(C(=O)NC2CCCC2)c2ccccc2C)no1 (stereo unspecified)	i	19	1.0	1.7	7.0	i	1
Cc1cc(C)nc(N2CCC(C(=O)NC3CCCCCC3)CC2)n1	i	33	3.0	3.2	24	i	1
c1ccc(-n2nnnc2Oc2ccc(-c3nnco3)cc2)cc1	i	7	4.0	2.2	7.3	i	22
CCC(C(=O)NC1CCCC1)N(C(=O)Cn1nnc(-c2ccc(C)cc2)n1)C1CCCC1 (stereo unspecified)	i	12	2.8	3.0	8.5	i	3

Some of the entries above, reformatted:
Under each structure: T cell modulator	T cell modulator vesicle-bound %	MT stabilize HCS	MT stabilize HCS Hoechst-high %	MT stabilize HCS cytotoxicity %	Autophagy HCS	Autophagy HCS cell loss 18 h
- CCC(C(=O)NC1CCCC1)N(C(=O)Cn1nnc(-c2ccc(C)cc2)n1)C1CCCC1 (stereo unspecified)
    i	12	2.8	3.0	8.5	i	3
- Cc1[nH]n2c(=O)cc(-c3ccc([N+](=O)[O-])cc3)nc2c1-c1ccccc1
    i	29	2.1	0.9	7.0	i	-6
- COc1ccc(-c2cc(CN3C(=O)c4ccccc4C3=O)on2)cc1
    i	6	0.6	1.6	4.8	i	6
- Cc1cc(NC(=O)CCC(=O)N(CC2CCCO2)C(C(=O)NC2CCCC2)c2ccccc2C)no1 (stereo unspecified)
    i	19	1.0	1.7	7.0	i	1
- Cc1ccc(-c2[nH]c(=O)n3ccncc23)s1
    i	20	3.0	2.4	7.6	i	3
- CC(C)CC(=O)N1CCN(c2ccc([N+](=O)[O-])c(NCc3ccccc3)c2)CC1
    i	61	2.8	2.4	4.5	i	-18

Next structures:
Compound	T cell modulator	T cell modulator vesicle-bound %	MT stabilize HCS	MT stabilize HCS Hoechst-high %	MT stabilize HCS cytotoxicity %	Autophagy HCS	Autophagy HCS cell loss 18 h
CC1(C)CC(=O)C=C(NCCCN2CCCC2=O)C1	i	27	1.4	2.2	5.9	i	1
COc1c(S(=O)(=O)N2CCCCC2)ccc2c(S(=O)(=O)N3CCCCC3)cccc12	i	59	4.2	2.0	7.5	i	3
O=C(Cn1cnc2c(oc3ccccc32)c1=O)NCCc1ccccc1	i	30	1.2	0.4	27	i	-2
C=CCn1c(=N)c(C(=O)OCC)cc2c(=O)n3cccc(C)c3nc21	i	65	2.8	1.7	8.9	i	6
CCCOc1ccc(/C(O)=C2/C(=O)C(=O)N(CCN(C)C)C2c2ccncc2)cc1 (stereo unspecified)	i	50	6.6	2.1	1.6	i	-50
O=C(Nc1ccccc1Sc1ccccc1)c1ccccc1F	i	17	3.1	1.1	7.6	i	4
Cn1c(OCc2ccc3c(c2)OCO3)nc2c1c(=O)n(Cc1cccc(Cl)c1)c(=O)n2C	i	22	4.4	2.2	6.4	i	-11
O=S(=O)(c1ccc(N2CCN(S(=O)(=O)c3ccc4c(c3)OCCO4)CC2)nc1)N1CCCC1	i	6	6.5	3.6	4.7	i	-9
CCc1nnc(NC(=O)c2ccc3c(c2)C(=O)N(CC)C3=O)s1	i	34	2.3	1.6	2.2	i	-6
O=C(NC1(C(F)(F)F)C(=O)Nc2c1c(=O)[nH]c(=O)n2-c1ccccc1)c1ccncc1 (stereo unspecified)	i	12	2.7	2.0	5.9	i	-36
O=C(NCC(=O)N(c1ccccc1)C(C(=O)NC1CCCC1)c1ccncc1)c1ccco1 (stereo unspecified)	i	35	3.3	1.7	3.8	i	6
Cc1ccc(-c2nnn(CC(=O)N(CC(=O)NC3CCCCC3)c3cnc4ccccc4c3)n2)o1	i	58	3.3	1.6	5.5	i	7
CCN(CC)S(=O)(=O)c1cccc(-c2nnc(SC(C)C(=O)NCCC3=CCCCC3)o2)c1 (stereo unspecified)	i	47	1.9	1.9	9.0	i	-1
Cc1cccc(OCC(=O)Nc2nonc2NC(=O)COc2cccc(C)c2)c1	i	18	2.7	0.3	24	i	-7
CCOC(=O)N1CCC(NC(=O)C2CCC(Cn3c(=O)[nH]c4ccccc4c3=O)CC2)CC1 (stereo unspecified)	i	26	1.6	1.8	3.7	i	7
COc1cc(S(=O)(=O)N(Cc2cccs2)C2CC2)ccc1-n1cnnn1	i	18	2.2	1.5	3.3	i	-6
Cc1c(NC(=O)CC2CC(C)OC2=O)c(=O)n(-c2ccccc2)n1C (stereo unspecified)	i	55	2.6	2.3	2.2	i	4
Cn1c(-c2ccccc2Br)n[nH]c1=S	i	36	2.0	1.1	1.1	i	-5
Cn1c(=O)oc2cc(S(=O)(=O)N3CCN(C(=O)c4ccco4)CC3)ccc21	i	47	1.8	1.7	5.4	i	4
CC(=O)NC12CC3CC(C1)CC(C(=O)OCC(=O)Nc1ncc(Cl)cc1Cl)(C3)C2	i	20	1.8	1.4	1.9	i	-9
O=c1cc(CO)oc(C(Nc2ccccn2)c2ccccc2F)c1O (stereo unspecified)	i	25	5.8	2.4	0.9	i	6
CC(C)(C(=O)c1ccccc1)/[N+]([O-])=C/c1ccccc1F	i	10	0.9	1.2	3.7	i	1
Cc1noc(C)c1CN1C(=O)NC2(CCc3ccccc3C2)C1=O (stereo unspecified)	i	21	1.5	2.2	8.9	i	6
COc1ccc(C2c3c(oc4ccccc4c3=O)C(=O)N2Cc2ccncc2)cc1OC (stereo unspecified)	i	30	1.7	2.6	9.6	i	3
O=C(c1ccc2c3c(cccc13)CC2)N1CCN(c2ncccn2)CC1	i	28	1.7	2.8	25	i	0
CCc1nc(SCc2nnc(-c3ccc(C)cc3)o2)c2c(C)c(C)sc2n1	i	40	2.7	2.0	3.9	i	-2

Three compounds drawn at random from the list so far, as already listed:
Compound	T cell modulator	T cell modulator vesicle-bound %	MT stabilize HCS	MT stabilize HCS Hoechst-high %	MT stabilize HCS cytotoxicity %	Autophagy HCS	Autophagy HCS cell loss 18 h
COc1ccc(-c2cc(CN3C(=O)c4ccccc4C3=O)on2)cc1	i	6	0.6	1.6	4.8	i	6
CCc1nnc(NC(=O)c2ccc3c(c2)C(=O)N(CC)C3=O)s1	i	34	2.3	1.6	2.2	i	-6
O=C(NCC(=O)N(c1ccccc1)C(C(=O)NC1CCCC1)c1ccncc1)c1ccco1 (stereo unspecified)	i	35	3.3	1.7	3.8	i	6
